Screens as filed in PubChem.
RORg inh: blocks mouse ROR gamma transcriptional activity. Drosophila S2 Gal4-RORgamma UAS-luciferase reporter, 20 h. Potency, µM (highest dose often 53.6 µM), for the others: top-dose activity change, negative = inhibition, hits mostly inhibitors. hit rate 5.4% among 310,000. P51450; also: potency is read from the fitted curve at half-maximal effect; % is scaled to controls: 0 for no effect and ±100 for the full control effect; nearly all actives have a fitted effect of over 60% in size
Target sequence (P51450 whole entry, looked up, the tested form may be a part): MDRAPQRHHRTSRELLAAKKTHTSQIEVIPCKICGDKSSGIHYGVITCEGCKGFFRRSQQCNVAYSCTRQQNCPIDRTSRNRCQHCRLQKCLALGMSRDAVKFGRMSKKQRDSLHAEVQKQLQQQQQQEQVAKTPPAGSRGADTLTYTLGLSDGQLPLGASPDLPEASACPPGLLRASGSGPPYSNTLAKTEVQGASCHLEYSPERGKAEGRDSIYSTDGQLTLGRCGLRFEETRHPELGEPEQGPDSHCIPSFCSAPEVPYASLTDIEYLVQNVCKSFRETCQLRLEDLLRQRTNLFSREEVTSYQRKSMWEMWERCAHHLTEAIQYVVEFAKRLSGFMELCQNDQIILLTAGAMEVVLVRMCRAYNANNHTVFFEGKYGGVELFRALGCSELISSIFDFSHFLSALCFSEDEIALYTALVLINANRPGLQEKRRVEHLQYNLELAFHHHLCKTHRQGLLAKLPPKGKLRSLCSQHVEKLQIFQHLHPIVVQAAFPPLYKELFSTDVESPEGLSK
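Luminescence from a UAS-regulated Photinus luciferase reporter in stably transfected Drosophila Schneider cells is measured; decreased signal marks ROR gamma inhibition. Fusion expression is induced by 700 uM copper sulfate for 20 hr.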
uPA generation: inhibitors of cell surface uPA generation; cell surface uPA generation assay, qHTS; Potency, µM (doses to about 38.3 µM), for the others: at the highest dose activity change, negative = inhibition, usual class: inhibitors; hit rate 0.31% among 330,000; AID 540303; active = well fitted inhibition curve with a large enough effect; inconclusive = small, poorly fitted or top-dose-only effect; inactive = no such curve, though single readings can be large or run the other way; tested in mouse RAW 264.7 cells; also: potency is read from the fitted curve at half-maximal effect; % is scaled to controls: 0 for no effect and ±100 for the full control effect; nearly all actives have a fitted effect of over 55% in size
FBPA coupling cs: coupling enzyme interference in Giardia aldolase counter-screen; coupling enzyme system counterscreen, AmpLite Red fluorescence; activity change, negative = inhibition, % at 58.2 µM, hits read low; hit rate 0.67% among 290,000; in the data active = activity change below about -30%; also: % is scaled to controls: 0 for no effect and ±100 for the full control effect
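Coupling enzymes only (glyceraldehyde-3-phosphate) + compound, at 57.5 uM final, 10 min RT; add substrate/coupling/AmpLite Red mix, 20 min RT; fluorescence ex 525/em 598 nm. Actives flag coupling-system interference.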
ELG1 genotoxic: induces genotoxicity in HEK293T cells with luciferase-tagged ELG1; HEK293T ELG1-luciferase reporter, luminescence, 16 h; Potency, µM (titrated, usually from 46 µM), without a hit: at the top dose activity change, positive = activation, hits mostly activators; hit rate 1.3% among 330,000; also: potency is read from the fitted curve at half-maximal effect; % of control where 0% means no effect; nearly all actives have a fitted effect of over 60% in size
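Screening used a luciferase reporter fused to human ELG1 in HEK293T cells. Luminescence was read on a CCD plate imager after 16 hr exposure and 30 min ONE-Glo incubation.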
Gal4-VP16 FLuc: inhibits Gal4-VP16 luciferase reporter, ROR gamma counter-screen | Drosophila S2 Gal4-VP16 UAS-luciferase, luminescence, 20 h | Potency, µM (highest dose often 53.6 µM), for inactives: at the highest dose activity, negative = inhibition, usual class: inhibitors | hit rate 3.5% among 310,000 | AID 2546;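 also: Gal4-VP16 expression switched on by copper sulfate through the metallothionein promoter; potency is read from the fitted curve at half-maximal effect; % is scaled to controls: 0 for no effect and ±100 for the full control effect; nearly all actives have a fitted effect of over 50% in size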
NPC1 promoter act: activates the NPC1 promoter; Huh7 NPC1 promoter luciferase reporter, 24 h; Potency, µM (titrated, usually from 9.22 µM), for inactives: at the highest dose activation, hits mostly activators; hit rate 2.4% among 320,000;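 also: potency is read from the fitted curve at half-maximal effect; % of control where 0% means no effect; nearly all actives have a fitted effect of over 60% in size; reporter is driven by a mutant NPC1 promoter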
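Huh7 reporter cells (NPC1 promoter driving luciferase) are dosed with compound for 24 h at 37 °C, 5% CO2; luciferase detection reagent is then added and luminescence measured after 10 min at ambient temperature.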
Tb PFK block: T. brucei PFK enzyme inhibition | T. brucei PFK, ADP-Glo luminescence | Potency, µM (doses to about 57.5 µM), for the others: at the top dose activity, negative = inhibition, actives largely listed as inhibitors | hit rate 0.17% among 330,000 | AID 485367;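 also: potency is read from the fitted curve at half-maximal effect; 0% = uninhibited 1x PFK enzyme wells and -100% = no-enzyme wells; nearly all actives have a fitted effect of over 60% in size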
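PFK 1.25 nM, F6P 0.5 mM, ATP 0.1 mM, 0.1 M TEA pH 8.0, 5 mM MgCl2, 0.01% Tween20, 0.1% BSA; 45 min RT. ADP-Glo readout. qHTS titration up to 57 uM; curves fitted, compounds curve-classed.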
Rab9 prom act: activators of Rab9 promoter; Huh7 Rab9 promoter-luciferase reporter, luminescence, 24 h; Potency, µM (series often up to 9.22 µM), for inactives: at the highest dose activation, negative = inhibition, hits mostly activators; hit rate 2.8% among 320,000; also: potency is read from the fitted curve at half-maximal effect; % of control where 0% means no effect; nearly all actives have a fitted effect of over 60% in size
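Luminescence from Amplite-detected luciferase (10 minutes, ambient) reports Rab9 promoter activation. Before that, stable Rab9-luciferase Huh7 cells (1500/well, reduced-serum OP-MEM I plus 10% FBS) were exposed to compound for 24 hours at 37C.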
Giardia killer: Giardia lamblia killing. Giardia lamblia trophozoite viability. activity change, % at 7.66 µM, hits read low. hit rate 0.15% among 340,000; in the data active = activity change below about -80%; inconclusive = between about -30% and that limit;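 also: parasites exposed to compound for two days anaerobically before the ATP read; % is scaled to controls: 0 for no effect and ±100 for the full control effect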
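Giardia lamblia trophozoites (100 cells/well) were incubated with compounds for 48 h at 37 deg C under anaerobic conditions. Viability was read as ATP content by one-step luminescence after 15-30 min at room temperature.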
KCNH2 3.1 block: inhibitors of human KCNH2 3.1 potassium channel isoform; hit rate 0.95% among 340,000; AID 720553; activity change, % (tested at about 1.8 µM); U2OS KCNH2 3.1, thallium flux FluxOr; active compounds read low;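 active = maximum activity change below -70%; inconclusive = maximum activity change from -70% to -50%; inactive = maximum activity change above -50%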;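 also: thallium influx rate constant from kinetic fluorescence after stimulation buffer; % is scaled to controls: 0 for no effect and ±100 for the full control effect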
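Measured as rate of thallium-driven FluxOr signal in transduced U2OS cells carrying the 3.1 channel, read kinetically for 2 min upon stimulation; values are rate constants scaled to DMSO control wells.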
FLuc counter: inhibits or activates purified firefly luciferase, miR-21 counter-screen; P08659; AID 588342; Potency, µM (highest dose often 57.5 µM), without a hit: top-dose activity change, negative = inhibition, actives largely listed as inhibitors; purified FLuc, Km substrates, luminescence inhibition; hit rate 6.9% among 360,000;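 also: potency is read from the fitted curve at half-maximal effect; plate controls were vehicle for no effect and reference inhibitor for full effect; nearly all actives have a fitted effect of over 55% in size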
Target sequence (P08659 whole entry, looked up): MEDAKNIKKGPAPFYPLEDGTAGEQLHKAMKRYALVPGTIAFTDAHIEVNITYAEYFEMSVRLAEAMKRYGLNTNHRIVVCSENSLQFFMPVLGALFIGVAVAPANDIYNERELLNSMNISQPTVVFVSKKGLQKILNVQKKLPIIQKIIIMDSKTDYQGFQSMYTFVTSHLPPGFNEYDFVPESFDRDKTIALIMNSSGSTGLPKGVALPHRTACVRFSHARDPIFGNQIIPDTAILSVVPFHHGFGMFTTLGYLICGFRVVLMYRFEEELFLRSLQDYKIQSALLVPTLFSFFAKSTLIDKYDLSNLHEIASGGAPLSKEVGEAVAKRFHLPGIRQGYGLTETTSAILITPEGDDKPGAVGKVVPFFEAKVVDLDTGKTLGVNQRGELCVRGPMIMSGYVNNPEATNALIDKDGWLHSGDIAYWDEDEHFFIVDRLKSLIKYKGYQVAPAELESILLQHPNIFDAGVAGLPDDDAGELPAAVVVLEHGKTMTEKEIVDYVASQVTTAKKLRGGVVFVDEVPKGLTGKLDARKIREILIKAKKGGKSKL
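Purified P. pyralis luciferase, 10 nM final, with Km-level 10 uM D-luciferin and 10 uM ATP in 50 mM Tris acetate pH 7.5, 10 mM Mg acetate, 0.01% Tween-20, 0.05% BSA; 6-point qHTS titration about 60 µM downward; luminescence read.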
* marks the source's active call; other numbers are inactive results; ? = inconclusive; . = no result given; & = joins results of further samples; [ ] = another dose, or the depositor's remark. Unless noted, calls follow the shape of the dose curve; as a rule, active = well fitted curve in the direction sought with a large enough effect; inconclusive = small, poorly fitted or top-dose-only effect, or another doubt; inactive = no such curve, though single readings can be large; an effect the other way counts as inactive or inconclusive.

SMILES | RORg inh | uPA generation | FBPA coupling cs | ELG1 genotoxic | Gal4-VP16 FLuc | NPC1 promoter act | Tb PFK block | Rab9 prom act | Giardia killer | KCNH2 3.1 block | FLuc counter
C=CCOc1ccccc1OCC(O)CNC(C)C (stereo not given) | . | 1% | . | -9% | . | -5% | -6% | -3% | -11 | 3 | 4%
Cc1ccc(-n2ccc(=O)c(C(=O)Nc3ccc(S(=O)(=O)Nc4nccs4)cc3)n2)cc1 | 19% | 1% | 4 | 4% | -11% | -5% | -1% | 0% | 5 | 20 | 2%
N=C1CCCN1CC(=O)c1ccc(Br)cc1 | 3% | -5% | 2 | 14% | 14% | 28% | 4% | ? | 0 | 5 | -1%
COc1ccc(C(=O)CN2C(=O)NC3(CCCCC3)C2=O)cc1OC | 1% | 4% | 3 | 0% | -4% | -4% | 2% | -8% | -15 | 14 | 0%
CCOc1ccccc1Nc1cc(C)nc2nnnn12 | -9% | 0% | 1 | 0% | -3% | -1% | -2% | 2% | -1 | -9 | 5%
Cc1cc(C(F)(F)F)nn1CC(=O)NNC(=S)Nc1cccc(Cl)c1 | 11µM* | . | 5 | 0% | ? | -2% | -5% | -2% | 9 | 5 | -1%[2.3 µM]
CCCCN(C(=O)c1ccc(C)o1)c1c(N)n(CCCC)c(=O)[nH]c1=O | . | 6% | . | 1% | . | -2% | -9% | 0% | -4 | -9 | 1%
CN(CC(=O)Nc1ccc(F)cc1)C(=O)COC(=O)/C=C/c1ccccc1[N+](=O)[O-] | . | -12% | . | -3% | . | 0% | 5% | -2% | 2 | -6 | 2%
CN(C)CCSc1nc(-c2ccccc2)nc2c1CCC2 | -5% | -3% | 2 | 1% | 1% | -1% | 0% | -9% | 0 | 12 | 0%
CC(=O)Nc1ccc(NC(=O)C(C)OC(=O)/C=C/c2cn(-c3ccccc3)nc2-c2cccnc2)cc1 (stereo not given) | 13µM* | 1% | 4 | -7% | ? | -4% | 1% | -9% | 0 | 8 | -1%
Cc1c(OC(C)C(=O)NCC(O)c2ccccc2)ccc2c3c(c(=O)oc12)CCCC3 (stereo not given) | -6% | -15% | . | -10% | -17% | -6% | -7% | -5% | 5 | 17 | -1%
COc1ccc(CNC(=O)Cn2nc([N+](=O)[O-])c(Br)c2C)cc1 | 4% | -2% | 4 | 0% | 14% | 1% | -15% | -1% | 11 | 10 | -1%
O=C(NCc1cccc(F)c1)c1ccc2nc(N3CCOCC3)sc2c1 | -11% | -7% | -3 | 8% | ? | -6% | -10% | 0% | -21 | 4 | 1%
CN(CCC#N)C(=O)CC1(Cc2ccccc2)CCOC(C)(C)C1 (stereo not given) | 14% | 4% | 1 | -1% | -1% | 3% | -4% | 7% | 23 | 3 | 2%
Cc1ccccc1Nc1nnc(SCc2nc3ccccc3c(=O)[nH]2)s1 | -2% | . | 0 | 1% | -5% | -3% | 0% | -5% | . | . | -2%
O=C(Cc1ccc([N+](=O)[O-])cc1)Nc1cccc(C(=O)N2CCOCC2)c1 | . | 9% | . | 0% | . | . | -10% | . | -2 | 49 | .
O=C(c1ccc2c(c1)OCO2)N1CCN=C1SCc1ccccc1 | ? | 5% | 5 | -2% | 3% | -2% | 5% | 0% | 27 | -21 | -3%
CCOP(=O)(c1ccc(N(C)C)cc1)C(O)c1cc(OC)c(OC)c(OC)c1 (stereo not given) | -3% | -3% | -4 | -2% | -5% | -2% | 0% | -6% | 5 | 4 | 0%
COCCN1CCN(C(=O)C2CCC(=O)N(CCc3ccc(Cl)cc3)C2)CC1 (stereo not given) | -4% | -21% | 3 | -4% | 3% | 3% | 1% | 1% | 12 | -8 | 0%
CCOC(=O)COc1cc(Br)c(/C=N/Nc2ccccc2)cc1OC | 0% | 6% | 0 | 7% | 2% | 0% | 0% | -2% | -10 | -19 | 2%

4 entries from above, arranged by the value under Tb PFK block, ascending.
SMILES,Tb PFK block
O=C(NCc1cccc(F)c1)c1ccc2nc(N3CCOCC3)sc2c1,-10%
Cc1c(OC(C)C(=O)NCC(O)c2ccccc2)ccc2c3c(c(=O)oc12)CCCC3 (stereo not given),-7%
CCOc1ccccc1Nc1cc(C)nc2nnnn12,-2%
O=C(c1ccc2c(c1)OCO2)N1CCN=C1SCc1ccccc1,5%

Record cards (already shown). Order of values: RORg inh, uPA generation, FBPA coupling cs, ELG1 genotoxic, Gal4-VP16 FLuc, NPC1 promoter act, Tb PFK block, Rab9 prom act, Giardia killer, KCNH2 3.1 block, FLuc counter
CCOP(=O)(c1ccc(N(C)C)cc1)C(O)c1cc(OC)c(OC)c(OC)c1 (stereo not given) as listed: -3%, -3%, -4, -2%, -5%, -2%, 0%, -6%, 5, 4, 0%
O=C(c1ccc2c(c1)OCO2)N1CCN=C1SCc1ccccc1 as listed: ?, 5%, 5, -2%, 3%, -2%, 5%, 0%, 27, -21, -3%

Next entries:
SMILES | RORg inh | uPA generation | FBPA coupling cs | ELG1 genotoxic | Gal4-VP16 FLuc | NPC1 promoter act | Tb PFK block | Rab9 prom act | Giardia killer | KCNH2 3.1 block | FLuc counter
CCN1CCc2nc(NC(=O)C(c3ccccc3)c3ccccc3)sc2C1 | 0% | 2% | 0 | -10% | 1% | -3% | 4% | -4% | 1 | -2 | 2%
COc1ccc(/C=C/c2cccc[n+]2C)c(O)c1 | -14% | 6% | -1 | -5% | -9% | -8% | 2% | -17% | 4 | 12 | -9%
CCN=C1SC(C(=O)Nc2ccc(OC)cc2)CC(=O)N1CC (stereo not given) | -29% | -5% | 0 | -5% | -10% | -1% | -7% | -3% | 7 | 12 | -3%
O=c1ccc2cc(S(=O)(=O)Nc3ccc(Br)cc3)ccc2o1 | ? | 1% | 1 | 2% | 1% | 0% | 0% | 6% | 0 | -18 | 1%
CC(CC(=O)O)CC(=O)Nc1cc([N+](=O)[O-])ccc1O (stereo not given) | -4% | -1% | -2 | 1% | 3% | -2% | 1% | -3% | -22 | 10 | -6%
COC(=O)c1ccc(CSc2nnc(-c3ccncc3)n2Cc2ccccc2)o1 | -1% | -6% | 0 | -2% | -1% | 0% | -3% | 9% | 1 | -173* | -3%
CCOC(=O)N1CCC(N2C(=O)c3ccccc3C2=O)CC1 | 2% | -7% | 0 | 0% | -8% | -2% | 5% | -4% | -18 | -1 | 3%
O=C(CCSc1ccc(Cl)cc1)NC12CC3CC(CC(C3)C1)C2 | ? | -8% | 1 | ? | ? | 0% | 4% | 2% | 11 | -7 | ?
O=C1C(=O)N(Cc2cccnc2)C(c2cccc(O)c2)/C1=C(\O)c1ccc2c(c1)OCCO2 (stereo not given) | -2% | 5% | 13 | 1% | 16% | 0% | 3% | -1% | 14 | 2 | -1%
COc1cc(C)c(CN2CCCCC2CO)cc1C (stereo not given) | -11% | . | -1 | 2% | -4% | 1% | -1% | 1% | -6 | 24 | 3%
CN(C)CCNc1oc(-c2cccc(Cl)c2)nc1C#N | -23% | 2% | -2 | ? | 11% | 1% | -2% | 6% | 12 | 18 | -1%
Cc1ccc(/C=N\NC(=O)CNC(=O)C23CC4CC(CC(C4)C2)C3)o1 | -12% | 10% | . | 1% | -2% | 0% | 1% | 2% | -4 | 8 | -2%
O=C1CSC(c2nn(-c3ccccc3)cc2-c2cc3ccccc3oc2=O)N1Cc1ccco1 (stereo not given) | -7% | -20% | -4 | 1% | -4% | -1% | -2% | 6% | 2 | -42 | 5%
Cc1cc(C)c(NC(=O)c2ccc(CNS(=O)(=O)c3cc(C(F)(F)F)ccc3Cl)cc2)c(C)c1 | -6% | -5% | 2 | -4% | -10% | -4% | -1% | -6% | -2 | -30 | 0%
CC(=O)NC(NC(=S)Nc1ccc(N=Nc2ccccc2C)cc1C)C(Cl)(Cl)Cl (stereo not given) | 23% | -1% | 1 | 4% | 3% | 2% | -5% | 5% | 10 | 13 | -15%
CCCc1ccc2oc(C(=O)N(C)Cc3ccn[nH]3)c(C)c2c1 | 16% | -5% | -2 | 18µM* | 21% | ? | -1% | ? | 12 | 11 | 15µM*
COc1nc(N(CC(N)=O)S(=O)(=O)c2ccccc2)nc(C)c1Cl | ? | 2% | -3 | -2% | -2% | -6% | 5% | 3% | -6 | 6 | 12%
CCCn1c2ccc(C)cc2c2nnc(SCCN3CCCCC3)nc21 | -16% | -4% | 1 | -4% | -6% | -2% | 0% | -5% | -1 | 6 | -4%&-8%
